High-throughput results: PubChem, several laboratories
phage Ecoli inh: E. coli growth loss with phage present; growth absorbance; inhibition, % at 11.9 µM; hit rate 0.26% among 360,000; in the data active means inhibition above about 11%
E coli growth: bacterial growth inhibition, counter-screen for AddAB inhibitors; E. coli V3065 growth, OD600 absorbance, 18 h; inhibition, % at 11.9 µM; AID 449728; hit rate 0.27% among 330,000;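 active means inhibition above the campaign's mean inhibition across all tested compounds plus 3 SD, cut at about 9.9% in these data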;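 further: uninfected addAB+ strain grown without phage in ampicillin broth; 0% = DMSO wells and 100% = ciprofloxacin 0.95 µg/ml wells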
AddAB inh: less growth of phage-infected E. coli with AddAB | E. coli expressing H. pylori AddAB, absorbance growth | inhibition, % at 11.9 µM | hit rate 0.29% among 330,000 | AID 435030; in the data active means inhibition above about 12%;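 further: 0% = vehicle wells of infected cells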
Arr AP2 block: blocks beta-arrestin peptide binding to AP2 adaptin | FITC-arrestin peptide / GST-AP2 beads, flow cytometry; AP2 beta2 appendage carries R879A mutation | AID 504490 | hit rate 0.31% among 340,000 | inhibition, % at 10 µM;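 active means inhibition above a set limit, near 3 SD of compounds lacking own fluorescence, cut at about 54% in these data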;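 further: plate controls were DMSO wells for no effect and 5 µM unlabelled arrestin peptide for full effect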
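Material – GST-tagged AP2 beta2-adaptin appendage (R879A) on 4 µm glutathione beads · Probe or stimulus – fluorescein-tagged arrestin peptide at 50 nM final · Timing – 12 min plus 1 h, RT · Detection – bead flow cytometry, FITC channel · Read-out basis – inhibition as reduced fluorescein signal on beads, percent · Medium – PBS plus Tween 20 (0.05%) and BSA (0.1%)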
Mot1-301 SUMO: inhibitors of SUMOylation pathway: yeast Mot1-301 growth rescue | S. cerevisiae Mot1-301 growth rescue, ATP luminescence, 38.5C; percent above DMSO median, 100 means doubled | growth rescue, % at 18.8 µM | hit rate 1% among 320,000 | AID 2716;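 active means every valid replicate shows activation above 250% relative to neutral control wells; inactive means the rest, any valid replicate at or below 250%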;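 further: OY570 slx delta 5 strain wells were the positive control but not used for scaling; some compounds called inactive have numbers as strong as hits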
PfHsp90 yeast 2: reduces growth (ATP signal) of yeast expressing P. falciparum Hsp90; S. cerevisiae expressing PfHsp90, BacTiter-Glo ATP, 48 h; yeast lacking PDR1 and PDR3 efflux regulators; inhibition, % at 9.4 µM; hit rate 0.32% among 310,000; AID 504621;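 active means every replicate shows inhibition above about 80%, whatever the replicate mean, limit read from the data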;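 further: 0% = DMSO neutral controls and 100% = 20 µM radicicol positive controls; yeast relying on Plasmodium falciparum Hsp90 in place of its own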
PKA-R1A activ: activators of PKA-R1A complex | P00514+P68181 | hit rate 0.083% among 340,000 | PKA-R1A dissociation, Cy5-IP20 fluorescence polarization; scaled: DMSO 0%, 113 µM cGMP 100% | activation, % at 11.4 µM;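 active means percent activation above the mean of all tested compounds plus 3 SD, cut at about 19% in these data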;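 further: higher means more PKAc released from R1A so a rise in polarization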
OPRM1-OPRD1 ag: OPRM1-OPRD1 heterodimerization agonism; P35372+P41143; cells, luminescence; activation, % at 9.3 µM; hit rate 0.3% among 340,000; AID 504326; in the data active means activation above about 18%;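 further: 0% = vehicle-treated cells and 100% = reference agonist; values of inactives mirror those of a sister screen read the other way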
DSG3 Ab inh: inhibitors of pemphigus antibody binding to human desmoglein-3; DSG3-coupled beads, scFv-anti-DSG3-GFP binding, flow cytometry; stronger effect = lower value; hit rate 0.48% among 310,000; binding (percent of control), % at 10 µM; AID 588358;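 active means binding more than 3 SD below its plate's average and above zero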; further: some compounds called inactive have numbers as strong as hits
Target sequence (P32926 whole entry, looked up): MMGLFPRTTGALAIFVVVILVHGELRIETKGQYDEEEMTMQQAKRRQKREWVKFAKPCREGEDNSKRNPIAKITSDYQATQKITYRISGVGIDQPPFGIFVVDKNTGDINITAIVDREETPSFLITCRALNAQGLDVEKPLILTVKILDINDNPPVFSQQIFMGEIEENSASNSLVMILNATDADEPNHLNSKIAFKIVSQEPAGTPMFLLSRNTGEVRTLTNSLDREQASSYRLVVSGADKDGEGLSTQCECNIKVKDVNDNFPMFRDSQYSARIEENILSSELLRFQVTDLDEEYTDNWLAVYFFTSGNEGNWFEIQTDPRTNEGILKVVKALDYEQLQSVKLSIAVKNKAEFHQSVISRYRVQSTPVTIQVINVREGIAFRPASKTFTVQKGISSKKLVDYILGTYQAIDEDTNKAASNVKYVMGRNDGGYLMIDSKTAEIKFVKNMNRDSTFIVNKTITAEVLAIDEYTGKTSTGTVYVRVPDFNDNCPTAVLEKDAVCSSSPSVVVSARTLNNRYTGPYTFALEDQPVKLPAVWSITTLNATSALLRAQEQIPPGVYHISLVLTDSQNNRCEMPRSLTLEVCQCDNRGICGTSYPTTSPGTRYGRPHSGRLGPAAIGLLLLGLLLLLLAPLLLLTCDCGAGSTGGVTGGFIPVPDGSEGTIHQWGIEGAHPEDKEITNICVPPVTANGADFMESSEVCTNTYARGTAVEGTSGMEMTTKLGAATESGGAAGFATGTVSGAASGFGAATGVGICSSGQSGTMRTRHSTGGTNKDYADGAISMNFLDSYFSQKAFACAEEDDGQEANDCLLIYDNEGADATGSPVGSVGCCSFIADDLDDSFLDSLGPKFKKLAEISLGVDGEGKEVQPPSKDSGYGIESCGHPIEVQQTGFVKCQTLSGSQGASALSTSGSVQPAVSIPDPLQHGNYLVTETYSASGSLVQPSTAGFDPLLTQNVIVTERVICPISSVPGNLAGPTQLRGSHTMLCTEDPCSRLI
OPRM1-OPRD1 inv: mu-delta opioid heterodimer inverse agonism. P35372+P41143. cell-based MOR-DOR heterodimer luminescence. inhibition, % at 9.3 µM. hit rate 0.21% among 340,000; in the data active means inhibition above about 22%, passing the limit was not always enough;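 further: 0% = cells with DMSO and 100% = wells without cells with DMSO; values of inactives mirror those of a sister screen read the other way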
Tat export inh: inhibitors of E. coli Tat protein transport; E. coli MC4100 TorA-mCherry Tat export, fluorescence; inhibition, % at 10 µM; hit rate 0.036% among 340,000;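 active means mean replicate inhibition at least 50% and at least half of replicates individually reaching 50%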;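 further: exported cargo escapes ClpAP degradation while cytoplasmic cargo is degraded and loses fluorescence; 0% = median of neutral control wells and 100% = median of NaSCN control wells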
* hit, by the source's call; / = no result given.

structure	AddAB inh	PfHsp90 yeast 2	phage Ecoli inh	OPRM1-OPRD1 ag	Arr AP2 block	E coli growth	OPRM1-OPRD1 inv	PKA-R1A activ	Mot1-301 SUMO	DSG3 Ab inh	Tat export inh
C/C(=N\Nc1nc(Cl)c(Cl)cc1Cl)c1ccc(S(=O)(=O)NCc2ccco2)cc1	2.5	8	-0.2	4.1	4	-2.6	-23	-9	6	102	-4
CCN1C(=O)[C@H]2[C@@H](c3ccc(-c4ccc(OC)cc4)cc3)N[C@@](Cc3ccccc3)(C(=O)OC)[C@H]2C1=O	0.9	-15	5.8	5.2	1	-3.2	-28	0	17	101	7
O=C(Nc1ccc(Cl)cc1)Nc1cccnc1	4.3	18	3.7	-3.2	23	2.1	18	-16	-5	97	16
CC(C)CCN1CCN(C2CSCCSC2)CC1CCO (stereo unspecified)	1.7	2	3.0	-1.2	18	3.4	6	-15	21	101	0
COc1ccccc1NC(=O)CNc1ccc(F)c(Cl)c1	4.3	3	3.3	-0.5	2	-2.5	3	-3	-10	/	-1
COCC1CCN(Cc2cn(-c3ccccc3F)nc2-c2cc(C)sc2C)CC1	1.6	-3	2.9	42*	4	1.4	-216	6	3	97	-7
O=C(O)c1ccc(-c2sc(Nc3ccccc3)n[n+]2-c2ccc(F)cc2)cc1	-0.8	12	/	-3.1	-9	-1.9	17	6	-8	101	1
O=C(CNC(=O)c1ccc(S(=O)(=O)N2CCCC2)cc1)N/N=C/c1ccc(Cl)cc1	1.0	-34	4.2	-0.7	-5	0.5	4	-6	-29	106	8
CCCCCc1ccc(OCCC[n+]2ccccc2)c(CCCCC)c1	-2.1	-24	4.3	-0.2	10	-3.0	1	-2	-40	131	33
Cc1ccc2cc(CN(CCCO)S(=O)(=O)c3ccccc3F)c(=O)[nH]c2c1C	5.2	-6	2.8	2.4	11	1.5	-15	4	4	96	0
CC12CCC(=O)N1C(C(=O)Nc1cc(C(F)(F)F)ccc1N1CCOCC1)CS2 (stereo unspecified)	1.4	/	2.9	0.1	28	1.0	-1	1	-13	102	3
N#Cc1ccccc1NC(=O)CSc1nccn1CCc1ccccc1	3.6	/	4.5	-1.6	2	2.6	9	-6	-10	100	7
CCOC(=O)C1=C(CC)OC(N)=C(C#N)C1c1ccc(F)cc1F (stereo unspecified)	2.9	5	2.1	-1.4	37	-0.8	8	-15	5	110	4
O=c1[nH]cnc2scc(-c3ccc(F)cc3)c12	3.0	10	2.5	-2.2	1	0.6	13	13	6	103	3
COc1ccccc1C(=O)Nc1ccc2c(c1)nc(CN1CCCCC1)n2C	-1.3	-12	2.1	-1.9	-11	0.0	10	-7	2	101	-3
O=C(NCCCNC(=O)C(F)(F)C(F)F)C(F)(F)C(F)F	3.8	5	3.1	-0.7	0	0.6	4	10	-15	102	1
O=C1Nc2ccc([N+](=O)[O-])cc2C1=Nc1cccc(CO)c1	/	-4	3.5	7.2	15	/	-41	1	/	105	-3
CC(=O)c1cc(OC(=O)c2ccncc2)ccc1OC(=O)c1ccncc1	2.6	-10	1.6	-0.3	5	-1.6	1	-2	8	102	-2
CCSc1nnc(CCNS(=O)(=O)c2ccc(C(C)=O)cc2)n1C	2.7	4	-0.3	-0.8	-5	0.9	4	-13	-3	105	11
Cc1cccc(C(=O)N/N=C/C(C)Cc2ccc3c(c2)OCO3)c1 (stereo unspecified)	1.2	15	3.2	-3.3	9	2.0	18	-20	-3	104	1
Cc1nc(CS(=O)(=O)c2ccccn2)sc1C(=O)NNC(=O)c1c(F)cccc1Cl	0.4	-2	3.9	/	0	-2.3	/	/	254	99	-32
COCCSc1nnc(NC(=O)C2CC(=O)N(CCc3ccc(F)cc3)C2)s1 (stereo unspecified)	3.6	2	0.3	-2.3	2	-2.1	12	-1	-1	98	-3
c1cc(N2CCCCC2)nc(N2CCCCC2)n1	/	/	-1.6	-1.4	-13	/	7	2	/	91	-7
CCc1cc(C(=O)OC)c(NC(=O)CCC(=O)O)s1	1.7	-50	2.6	-1.2	-3	-1.3	6	1	8	102	-10

4 of the compounds above, with each value named.
Cc1nc(CS(=O)(=O)c2ccccn2)sc1C(=O)NNC(=O)c1c(F)cccc1Cl
- AddAB inh: 0.4
- PfHsp90 yeast 2: -2
- phage Ecoli inh: 3.9
- OPRM1-OPRD1 ag: /
- Arr AP2 block: 0
- E coli growth: -2.3
- OPRM1-OPRD1 inv: /
- PKA-R1A activ: /
- Mot1-301 SUMO: 254
- DSG3 Ab inh: 99
- Tat export inh: -32
COCCSc1nnc(NC(=O)C2CC(=O)N(CCc3ccc(F)cc3)C2)s1 (stereo unspecified)
- AddAB inh: 3.6
- PfHsp90 yeast 2: 2
- phage Ecoli inh: 0.3
- OPRM1-OPRD1 ag: -2.3
- Arr AP2 block: 2
- E coli growth: -2.1
- OPRM1-OPRD1 inv: 12
- PKA-R1A activ: -1
- Mot1-301 SUMO: -1
- DSG3 Ab inh: 98
- Tat export inh: -3
c1cc(N2CCCCC2)nc(N2CCCCC2)n1
- AddAB inh: /
- PfHsp90 yeast 2: /
- phage Ecoli inh: -1.6
- OPRM1-OPRD1 ag: -1.4
- Arr AP2 block: -13
- E coli growth: /
- OPRM1-OPRD1 inv: 7
- PKA-R1A activ: 2
- Mot1-301 SUMO: /
- DSG3 Ab inh: 91
- Tat export inh: -7
CCc1cc(C(=O)OC)c(NC(=O)CCC(=O)O)s1
- AddAB inh: 1.7
- PfHsp90 yeast 2: -50
- phage Ecoli inh: 2.6
- OPRM1-OPRD1 ag: -1.2
- Arr AP2 block: -3
- E coli growth: -1.3
- OPRM1-OPRD1 inv: 6
- PKA-R1A activ: 1
- Mot1-301 SUMO: 8
- DSG3 Ab inh: 102
- Tat export inh: -10

Next section:
structure	AddAB inh	PfHsp90 yeast 2	phage Ecoli inh	OPRM1-OPRD1 ag	Arr AP2 block	E coli growth	OPRM1-OPRD1 inv	PKA-R1A activ	Mot1-301 SUMO	DSG3 Ab inh	Tat export inh
O=C(Nc1nc2c(Br)cc(Br)cc2c(=O)s1)c1ccco1	-0.4	-12	-0.7	-2.2	-22	-3.0	11	-10	7	119	11
COC(=O)c1ccccc1NC(=O)CC(=O)Nc1ccccc1C(=O)OC	-0.7	5	1.4	-0.8	-5	0.7	4	-13	-3	102	-1
COc1cc(Cl)c(C)cc1NC(=O)CN1C(=O)C2CCCCC2C1=O (stereo unspecified)	2.8	-1	1.6	-1.3	5	1.1	5	1	-15	/	1
CC(C)(C)/C(O)=C/c1nc2cc(Cl)ccc2oc1=O	3.3	8	0.8	1.9	38	-1.2	-10	-3	0	124	7
COc1ccc(NC(=O)Nc2ccc(F)cc2F)c(C)c1	0.8	/	2.1	-0.4	8	0.1	2	-8	119	99	-6
C[C@H](CO)N1C[C@H](C)[C@@H](CN(C)S(=O)(=O)c2ccc(F)cc2)Oc2c(NC(=O)Nc3ccc(C(F)(F)F)cc3)cccc2C1=O	1.1	-10	0.8	-1.1	-8	-0.3	6	-14	-20	104	6
CC(NC(=O)c1ccco1)c1ccc2c(c1)OCCO2 (stereo unspecified)	-3.1	19	2.8	-0.1	17	-0.5	0	-14	1	102	0
O=C(CNC(=O)c1cc(Cl)nc2ccccc12)Nc1ccccc1Br	1.9	-2	2.3	-4.6	-15	-0.7	20	2	0	101	0
C=CCN(CC=C)C(=O)C1CCN(S(=O)(=O)c2ccc(-n3cnnn3)cc2)CC1	3.4	22	-0.6	0.7	18	0.2	-4	6	182	97	3
COc1cccc(NC(=S)N2C3CCCC2CC(NC(=O)C2CC2)C3)c1 (stereo unspecified)	4.4	1	-0.6	0.2	21	0.4	-2	-11	1	100	2
Cc1ccc2nc(C)c(C(=O)N/N=C/c3cccs3)cc2c1	-2.6	17	2.6	-1.0	-1	-0.9	6	2	8	109	-6
NC(=O)c1ccc(-n2nnnc2SCC(=O)Nc2ccc(F)cc2)cc1	-1.7	-24	2.9	-1.7	5	-0.4	8	-6	-13	104	-1
O=C(CSc1nnc(CNC(=O)c2ccc(F)cc2)o1)c1ccccc1	1.1	4	4.0	-1.0	13	0.0	5	1	-3	110	5
Cc1nc2c(o1)C(=O)c1ccccc1C2=Nc1ccccc1	/	-13	6.4	14	39	/	-66	-2	/	/	11
Cc1nn(-c2ccccc2)nc1CNC(=O)C1CCC1	1.4	9	3.6	-1.6	-5	2.7	8	-6	75	/	2
COCCN1Cc2cccc(C(=O)Nc3cc(C)cc(C)c3)c2C1=O	2.9	-1	1.0	-1.0	5	1.4	5	-8	-6	/	8
O=C(CSc1c2c(nc3ccccc13)CCC2)N1CCCC1	-1.1	1	1.1	-1.7	6	2.0	12	-2	10	107	3
N#Cc1ccc(-c2cccnc2)nc1SCC(N)=O	0.8	/	3.7	/	23	1.3	/	/	4	115	/

Not a hit list (roughly 2.8% active in at least one column).
